Screening data from PubChem.
Insulin prom up = insulin promoter activators in MIN6 cells, imaging, high-content screening, mouse beta cells; MIN6 insulin promoter-GFP reporter; stronger effect = higher value; z-score at 5 µM; 0.3% of 190,000 active;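 active = z-score above 3 at 5 µM with at least 500 cells counted in the well; inconclusive = wells under 500 cells, flagged as cytotoxic or low count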
WT yeast gro inh = growth inhibition of WT strain, primary screen, mitochondrial fusion inhibitor project, WT and mutant strains, chemical genetic; mitochondrial fusion phenotypic screen; inhibition, % at 10 µM; 2.1% of 190,000 active; AID 1362, 2008; in the data active = inhibition above about 58%; tested in S. cerevisiae
bCat nuc transl = modulators of beta-catenin nuclear translocation, primary screen, imaging, HeLa cells, immunofluorescence, high-content; nuclear translocation activity, % at 5 µM; 0.3% of 190,000 active;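 active = nuclear translocation activity above 50% at 5 µM, with a well cell count of 50 or more; inconclusive = wells under 50 cells across six images, flagged as toxic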;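 note: per-cell ratio of nuclear to cytoplasmic median beta-catenin stain intensity; plate controls were DMSO negative control for no effect and GSK-3 inhibitor IX positive control for full effect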
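Test system: human HeLa cells, native beta-catenin. Compound dosing: 5 µM primary single dose, 0.1% DMSO, 0.02–20 µM confirmation series. Incubation: compound exposure 24 h at 37°C. Detection: beta-catenin immunostaining with DAPI counterstain, 20x imaging, 6 fields/well. Read-out basis: Nuclear/cytoplasmic beta-catenin signal ratio, % activation.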
MT stabilize HCS = microtubule stabilizers in HeLa cells, primary screen, imaging, high-content imaging; % tubulin-high responders, % at 10 µM; HeLa tubulin immunostaining HCS, 24 h; share of cells brighter than vehicle mean+2SD; 0.83% of 200,000 active;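 active = plate Z-score above 3 for both tubulin-high and condensed-nucleus cell shares, with cell loss under 80%, at 10 µM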;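 note: anti alpha tubulin signal scored within the nucleus-defined area of each cell; some results filed as inactive read as strong as hits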
HIV fusion peptide = inhibitors of HIV fusion peptide binding, primary screen, biochemical, uHTS, fluorescence dequenching (AID 1986). cell-free peptide binding, fluorescence dequenching, 30 min; higher % means a stronger effect. inhibition, % at 20 µM, or IC50 in µM where a hit was titrated. 0.3% of 290,000 active; in the data active = inhibition mostly above about 52%, no sharp cut-off; inactive = mostly below about 76%; note: some results filed as inactive read as strong as hits
Yfh1-off respiration = enhancers of respiration in Yfh1-depleted yeast, dose response, Friedreich's ataxia, plus single-dose screen (AID 1465); S. cerevisiae Yfh1-off respiration, WST-1 reduction, 72 h; higher fold induction means a stronger effect; one-dose fold induction at 50 µM; EC50 in µM for titrated hits; 0.074% of 220,000 active;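 active = fold induction of absorbance versus untreated yeast above a set limit, then at least 30% activation at any dose in follow-up; inconclusive = repeats straddling the limit, or above it without dose testing; inactive = fold induction below the set limit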;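 note: activators that raise dye reduction in frataxin-depleted yeast; strong numbers were not always called active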
AID2073 = inhibitors of Mint1-CaV2.2 protein interaction, biochemical, HTRF (AID 2073); HTRF protein-protein interaction, Mint1-CaV2.2; higher % means a stronger effect; inhibition, % at 20 µM, or IC50 in µM where a hit was titrated; 0.19% of 290,000 active; in the data active = inhibition mostly above about 51%, no sharp cut-off; inconclusive = no clear call, values can overlap the other calls; inactive = mostly below about 53%; note: some results filed as inactive read as strong as hits
Autophagy HCS = autophagy modulators in MEF cells, primary screen, imaging, high-content, MEF GFP-LC3. calls only at 10 µM (by protocol). 0.98% of 190,000 active. AID 463193, 2010. MEF GFP-LC3 puncta imaging; test concentration mostly 10 µM;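 active = percentage of spot-positive cells more than 3 SD above its plate mean, without a fluorescence outlier flag or 80% toxicity; inconclusive = no clear call, values can overlap the other calls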;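 note: spot-positive cell cutoff set from DMSO-treated cells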
Dynein transport = inhibitors of GR-EGFP nuclear translocation, primary screen, dynein cargo transport inhibitor project, imaging, high-content, 3617.4 mouse cells; test concentration mostly 20 µM; stimulated with dexamethasone, 1 µM; stronger effect = lower value; z-score, hits read low; AID 1381, 2008; 0.47% of 220,000 active;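 active = plate z-score of nuclear minus cytoplasmic receptor signal below a set negative limit, without overly bright fluorescence or cell loss, cut at about -3.5 in these data, passing the limit was not always enough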;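 note: z-score of nuclear minus cytoplasmic ring GR-EGFP intensity difference per well; some compounds called inactive have numbers as strong as hits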
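Buffer or medium: tetracycline-free induction medium containing charcoal-stripped FBS / Reagent: dexamethasone agonist, 1.0 µM final, for 30 min / Technique: automated 10x imaging of fixed Hoechst-stained cells / Times: induction 48 h, compound 1 h, agonist 30 min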
WT yeast gro inh mutant strain = recorded beside WT yeast gro inh, whose call it bears; inhibition, %; mitochondrial fusion phenotypic screen, mutant strain inhibition
Dynein transport cytoplasmic EGFP = second read-out of Dynein transport, no call of its own (marks repeat the call); z-score; measured here: cytoplasmic GR-EGFP intensity; stronger effect = higher value
Dynein transport nuclear GR-EGFP = second read-out of Dynein transport, no call of its own (marks repeat the call); z-score; measured here: nuclear GR-EGFP intensity;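 lower value marks the stronger effect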
Dynein transport cell count = recorded beside Dynein transport, whose call it bears; z-score; measured here: cell count per field
Insulin prom up cell count = recorded beside Insulin prom up, whose call it bears; cell count; measured here: cytotoxicity, nuclei count;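 total cells summed across four imaged fields per well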
bCat nuc transl cell count 5 µM = recorded beside bCat nuc transl, whose call it bears; cell count; measured here: cell count, cytotoxicity flag
MT stabilize HCS Hoechst-high % = second read-out of MT stabilize HCS, no call of its own (marks repeat the call); % Hoechst-high responders; measured here: nuclear condensation Hoechst responders;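 share of cells brighter than vehicle mean plus two SD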
MT stabilize HCS cytotoxicity % = recorded beside MT stabilize HCS, whose call it bears; toxicity, %; measured here: cytotoxicity by cell density;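 0% = mean cell density of plate MIN control wells and 100% = no cells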
Autophagy HCS cell loss 18 h = recorded beside Autophagy HCS, whose call it bears; toxicity, %; measured here: cell loss, nuclei count;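 cell loss after 18 h compound exposure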
Numbers without * were called inactive; i = inactive; ? = inconclusive; . = not tested or not shown.

SMILES | Insulin prom up | Insulin prom up cell count | WT yeast gro inh | WT yeast gro inh mutant strain | bCat nuc transl | bCat nuc transl cell count 5 µM | MT stabilize HCS | MT stabilize HCS Hoechst-high % | MT stabilize HCS cytotoxicity % | HIV fusion peptide | Yfh1-off respiration | AID2073 | Autophagy HCS | Autophagy HCS cell loss 18 h | Dynein transport | Dynein transport cytoplasmic EGFP | Dynein transport nuclear GR-EGFP | Dynein transport cell count
CCN1CCN(Cc2ccc(NC(=O)c3ccc(C)c(NC(=O)c4cccc5[nH]ccc45)c3)cc2C(F)(F)F)CC1 | -0.01 | 975 | . | . | -2.1 | 1338 | . | . | . | 0.3% | i | 8% | . | . | -0.88 | -0.64 | -0.24 | -0.27
O=C(Nc1ccccc1C(=O)NCc1ccc(Cl)cc1)c1ccco1 | -0.1 | 1245 | 3 | 1 | . | . | 2.0 | 0.6 | 18 | -0.2% | . | 1% | i | 6 | 1.4 | 0.14 | 1.1 | 0.57
CCCn1c(SCC(=O)Nc2cc(Cl)ccc2OC)n[nH]c1=O | 0.41 | 871 | -17 | -5 | . | . | 1.0 | 1.7 | 12 | 1.2% | i | -3% | i | 1 | -0.035 | -0.46 | -0.31 | 0.4
O=c1c2ccccc2nc(COc2ccccc2)n1/N=C/c1c[nH]c2ccccc12 | 0.06 | 1320 | -7 | 5 | 0.1 | 1069 | 7.0 | 3.0 | 0.6 | 2.4% | i | 12% | i | -6 | -0.16 | -0.26 | -0.073 | 0.066
Cc1cc(C)cc(N=C2NC(=O)/C(=C/c3cccs3)S2)c1 | -0.12 | 1411 | 52 | -1 | 4.2 | 478 | 6.3 | 5.1 | 8.7 | 6.8% | i | -8% | i | -8 | 0.35 | 0.011 | 0.43 | -1
CN(C)/C=N/c1ncc(C(=O)c2ccc(Cl)cc2)s1 | ? | . | -4 | -8 | -0.4 | 1111 | 2.0 | 1.5 | 5.6 | -1.1% | i | 6% | i | -24 | 0.59 | -0.2 | 0.57 | -0.32
Cc1cccc(NC(=S)N2CCCN(c3ncccc3[N+](=O)[O-])CC2)c1 | -0.08 | 1466 | . | . | -2.1 | 1163 | . | . | . | 1.3% | i | -12% | . | . | 0.5 | -0.28 | 0.22 | -0.14
O=C(CCNC(=O)c1ccc([N+](=O)[O-])cc1)N/N=C/c1ccc(F)cc1 | -0.67 | 1631 | 5 | 4 | -3.2 | 1144 | 2.8 | 1.2 | 5.3 | 0.0% | i | -3% | i | 18 | -0.27 | -0.23 | 0.19 | -0.042
Cc1nnc(NC(=O)C2CCN(S(=O)(=O)c3ccc(Cl)cc3)CC2)s1 | 0.08 | 1679 | 0 | 10 | -2.7 | 1010 | 2.9 | 2.0 | 0.3 | 1.0% | i | 31% | i | -7 | 0.17 | -0.32 | 0.0062 | 0.42
Cc1cc(N2CCN(c3ccc(F)cc3)CC2)n2ncnc2n1 | 0.03 | 1075 | . | . | 1.2 | 1280 | . | . | . | 1.0% | i | -2% | . | . | 0.12 | -0.15 | 0.51 | -0.74
CCOc1ccccc1C1CC(=O)NC2=C1C(=O)CC(C)(C)C2 (stereo not drawn) | -0.11 | 1565 | 4 | 3 | 2.2 | 1353 | 2.2 | 1.4 | 0.2 | 0.6% | i | -1% | i | -6 | -0.71 | -0.17 | -0.18 | 0.8
CN(C)c1ccc(CN2CCC(C(N)=O)CC2)cc1 | 0.27 | 1588 | -4 | 4 | -0.1 | 1462 | 2.1 | 1.9 | 10 | -1.1% | i | -2% | i | 13 | -1 | 0.12 | -0.26 | 0.81
CCOC(=O)C1CCN(C(=O)CSc2cc(=O)n(CC)c3ccccc23)CC1 | 0.03 | 1855 | -11 | -3 | 0.1 | 1104 | 1.1 | 0.3 | 27 | -1.7% | i | 2% | i | 7 | 0.49 | -0.26 | 0.58 | 0.54
Cc1ccc(/C=N/n2c(-c3cccnc3)n[nH]c2=S)o1 | 0.68 | 1049 | . | . | -1.2 | 1341 | . | . | . | -3.1% | i | -52% | . | . | -0.36 | -0.2 | 0.27 | 0.34
O=C(CCCCCCCCN1C(=O)c2ccccc2C1=O)N1CCOCC1 | -0.3 | 1090 | . | . | -0.4 | 1370 | . | . | . | 1.1% | i | 12% | . | . | 1.6 | -0.14 | 0.85 | -1.5
CC12CN3CC(C)(CN(C1)C3c1ccc(Cl)cc1Cl)C2O (stereo not drawn) | 0.07 | 1231 | . | . | -5.5 | 848 | 2.3 | 0.7 | 28 | 3.7% | i | 5% | i | -1 | -0.23 | -0.24 | 0.4 | -0.24
Cc1ccc(/C=N/n2c(-c3ccc(Cl)cc3)n[nH]c2=S)s1 | 0.47 | 1233 | 0 | -13 | -0.4 | 1115 | 3.8 | 2.5 | 7.0 | -0.1% | i | 16% | i | -1 | 0.19 | -0.32 | 0.14 | -0.26
Cc1cccc(C2(c3cccc(C)c3)CC2C(=O)Nc2ccc([N+](=O)[O-])cc2O)c1 (stereo not drawn) | 0.18 | 1127 | 92* | 81* | -3.0 | 1186 | 2.8 | 2.6 | 3.6 | 27% | i | 24% | i | -11 | 0.26 | -0.024 | 0.37 | -1.1
CC1S/C(=N\N=C\c2cccc([N+](=O)[O-])c2)N(C(C)(C)C)C1=O (stereo not drawn) | -0.49 | 1110 | . | . | 0.7 | 1329 | . | . | . | -1.0% | i | -15% | . | . | 0.51 | 0.055 | 0.71 | 0.74
COc1cc(NC(=O)Cc2cccs2)ccc1-n1cnnn1 | 0.15 | 996 | 4 | -3 | 1.4 | 904 | 3.0 | 3.4 | 41 | 0.0% | i | 2% | i | 4 | 1.7 | -0.17 | 1.4 | -1.3
COc1cc(C)nc(Oc2ccc(OCCOc3ccc(C)cc3)nn2)n1 | 0.05 | 1265 | -4 | -4 | -0.8 | 857 | 6.9 | 2.6 | 7.3 | -1.8% | i | -2% | i | 9 | 0.2 | -0.31 | 0.45 | 0.35
O=C(NCc1cccnc1)c1cc(Sc2cccc(Cl)c2)nc2ccccc12 | -0.67 | 1408 | 0 | -38 | -1.4 | 1169 | 3.0 | 1.9 | 9.9 | -1.8% | i | 4% | i | 17 | -0.33 | -0.2 | 0.0077 | -0.21
COC(=O)Cc1nnc(NC(=O)c2ccccc2)s1 | 0.22 | 941 | 10 | 19 | 2.5 | 1064 | 5.5 | 2.7 | 14 | -1.6% | i | -1% | i | -1 | -0.92 | -0.37 | -0.14 | 0.37
COc1ccc(CC(=O)Nc2cccc(SC)c2)cc1OC | -0.93 | 1077 | -5 | -14 | . | . | 1.9 | 2.3 | 1.2 | 1.6% | i | -5% | i | 13 | -0.11 | -0.35 | -0.42 | 0.35
Cn1c2c(c(=O)n(C)c1=O)C1c3ccccc3OCC1C(C)(C)O2 (stereo not drawn) | -0.6 | 1235 | 11 | -2 | 4.6 | 895 | 2.5 | 2.7 | 5.9 | -0.3% | i | 2% | i | 1 | -0.094 | -0.21 | 0.28 | 0.26
COc1cccc(C2/C(=C(\O)c3ccc4c(c3)OCCO4)C(=O)C(=O)N2CCN(C)C)c1 (stereo not drawn) | -0.08 | 1136 | -8 | 22 | -1.0 | 751 | 4.9 | 3.1 | 4.6 | 3.1% | i | 10% | i | -12 | -1.1 | -0.33 | -1.1 | 0.5
CC(/C=C/c1ccccc1)=N\NC(=O)c1ccncc1 | 0.11 | 1624 | 5 | 16 | -0.8 | 1371 | 2.2 | 1.1 | 5.7 | -2.8% | i | -4% | i | 3 | -0.54 | -0.081 | -0.36 | 0.12
COc1cccc(N2CCN(C3CC(=O)N(c4ccc(Cl)c(Cl)c4)C3=O)CC2)c1 (stereo not drawn) | 0.25 | 1243 | -8 | -3 | . | . | 1.7 | 0.1 | 44 | -0.1% | i | 10% | i | -5 | 2 | -0.23 | 1.6 | -1.7
CC(C)C(NS(=O)(=O)c1ccc2c(c1)oc(=O)n2C)C(=O)N1CCN(c2ccccc2F)CC1 (stereo not drawn) | -0.43 | 992 | 5 | 0 | . | . | 2.5 | 1.8 | 10 | 1.8% | i | 0% | i | 9 | 0.62 | -0.012 | 0.54 | -0.68
O=C1Nc2ccccc2C(=O)C1(Cl)Cc1ccccc1 (stereo not drawn) | . | . | 10 | 33 | . | . | 1.4 | 0.7 | 7.5 | 0.9% | i | 23µM* | i | 18 | -1.5 | 0.51 | -0.34 | -0.87
Cc1nc2nc(C)c(CCC(=O)NC3CCCCC3)c(C)n2n1 | 0.13 | 1380 | 10 | 3 | 0.1 | 1153 | 1.5 | 2.7 | 4.2 | 0.2% | i | -3% | i | -24 | -0.19 | -0.29 | 0.16 | 0.49

Outcome played no part in choosing rows (roughly 4.2% active in at least one column).
